Assay outcomes: PubChem BioAssay, several laboratories
PriA SSB inh – inhibitors of Klebsiella pneumoniae PriA binding to SSB C-terminal tail, primary screen, biochemical, AlphaScreen | AlphaScreen SSBct-PriA binding, biotinylated peptide | inhibition, % at 33 µM | AID 1272365, 2023 | PriA–SSB C-terminal tail interaction (Klebsiella pneumoniae) | 0.6% of 430,000 active; in the data active means inhibition mostly above about 37%, no sharp cut-off; inactive means mostly below about 20%;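 further: plate controls were negative control peptide for no effect and reference peptide for full effect; strong numbers were not always called active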
BoNT-A LC inh2 – BoNT/A light chain protease inhibitors, primary screen, biochemical, flow cytometry, MLPCN library; Botulinum neurotoxin type A light chain protease (Clostridium botulinum A str. ATCC 3502); multiplex microsphere protease substrate cleavage; inhibition, % at 10 µM; 0.17% of 360,000 active; further: plate controls were buffer without enzyme for full effect and enzyme alone for no effect
3CLpro inhibitor – SARS-CoV 3CLpro protease inhibitors, primary screen, biochemical, quenched FRET; Replicase polyprotein 1ab (Severe acute respiratory syndrome coronavirus), P0C6X7; recombinant SARS-CoV 3CLpro, quenched FRET peptide cleavage; inhibition, % at 6 µM; 0.14% of 290,000 active; AID 1706, 2009; in the data active means inhibition above about 12%
Y pestis TopoI – Yersinia pestis topoisomerase I inhibitors, primary screen, biochemical, cleavage product accumulation, plate reader, single point | DNA topoisomerase I (Yersinia pestis CO92) | activity, % at 10 µM | 0.064% of 360,000 active | Y. pestis Topo-I cleavage product accumulation | AID 504884, 2011; in the data active means activity above about 50%, passing the limit was not always enough; inconclusive means no clear call, values can overlap the other calls; further: inactives centre near 2
BH1578 lux ind – inducers of Vibrio cholerae quorum light production without autoinducers, primary screen, BH1578 luxS cqsA deficient, single point. activation, % at 18.7 µM. V. cholerae BH1578 lux reporter, luminescence, 6 h. 0.16% of 350,000 active; in the data active means activation mostly above about 9.7%, no sharp cut-off; inconclusive means no clear call, values can overlap the other calls; inactive means mostly below about 3.7%; further: not every result past the cut was called active; inactives centre near 0; reference of the scale not given here
Anthrax LF prot – Bacillus anthracis LF protease inhibitors, primary screen, biochemical, multiplex microsphere, MLPCN library | Lethal factor (Bacillus anthracis), P15917 | multiplex microsphere protease cleavage assay | inhibition, % at 10 µM | 0.12% of 360,000 active | AID 588501, 2011; further: plate controls were buffer without enzyme for full effect and enzyme alone for no effect
DUSP3 inh – VHR1 phosphatase inhibitors, primary screen, biochemical, absorbance, uHTS. AID 1654, 2009. 0.52% of 290,000 active. inhibition, % at 13.3 µM. recombinant VHR phosphatase, pNPP absorbance; in the data active means inhibition above about 50%; further: some compounds called inactive have numbers as strong as hits
PfHsp40 yeast – rescue of yeast from PfHsp40 toxicity, primary screen, S. cerevisiae, ATP luminescence. AID 504582, 2011. S. cerevisiae expressing PfHsp40, growth rescue. 0.68% of 340,000 active. growth rescue, % at 12.5 µM; in the data active means growth rescue above about 28%, passing the limit was not always enough; inconclusive means no clear call, values can overlap the other calls;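 further: yeast W303a lacking pdr1 and pdr3 grown in galactose medium; growth measured after three days at 30 °C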
CCHFV vOTU inh – CCHFV vOTU protease inhibitors, primary screen, biochemical, Pep-AMC substrate, fluorescence; Crimean-Congo hemorrhagic fever virus L polyprotein viral ovarian tumor (vOTU) protease …; 0.55% of 370,000 active; inhibition, % at 11.5 µM; AID 651958, 2012; in the data active means inhibition above about 30%; further: 0% = vehicle wells with enzyme and 100% = no enzyme wells
TcdB GH inh – TcdB glycohydrolase inhibitors, primary screen, biochemical, single point, plate reader; inhibition, % at 9.99 µM; TcdB glycohydrolase enzymatic assay; Toxin B (Clostridioides difficile), P18177; AID 652162, 2013; 0.24% of 350,000 active; in the data active means inhibition above about 10%
An asterisk follows results filed as active; i = inactive; ? = inconclusive; . = no result given. Unless noted, no stated cut-off is given here; in the data, active means inhibition above about 30%; inconclusive means no clear call, values can overlap the other calls; inactive means below that.

SMILES	PriA SSB inh	BoNT-A LC inh2	3CLpro inhibitor	Y pestis TopoI	BH1578 lux ind	Anthrax LF prot	DUSP3 inh	PfHsp40 yeast	CCHFV vOTU inh	TcdB GH inh
CCCCN(C(=O)C(CCSC)N1C(=O)c2ccccc2C1=O)c1c(N)n(CCC)c(=O)[nH]c1=O (configuration not stated)	3	-0.5	.	3	-2.0	1	.	-0.6	-9	1.3
COc1cccc(N2CCN(C(=O)c3ccc(CS(=O)c4ccc(C)cc4)o3)CC2)c1 (configuration not stated)	6	-2.4	-5	13	i	-1	44	1.9	0	0.0
Cc1csc(CNc2ncnc3ccc(-c4ccccc4Cl)cc23)c1	-5	0.4	.	4	i	-1	.	12	-2	-0.3
Cc1ccccc1NC(=O)C(C)OC(=O)C1CC(=O)N(Cc2ccco2)C1 (configuration not stated)	-2	0.1	.	0	0.0	2	.	-0.2	15	0.3
Cc1ccnc(NC(=O)CCC(=O)N(CC(=O)NCCc2ccccc2)c2ccccc2F)c1	-17	3.3	2	19	-4.4	2	0	-0.4	-8	1.2
COc1ccc(C(=O)Oc2ccc3c(c2)OCO3)cc1OC	-30	-0.8	-7	-6	-0.2	1	15	0.2	3	.
CCc1cccc(C)c1NC(=S)NCc1ccc2[nH]c(C)cc2c1	42*	40*	-1	-7	-0.2	-105	-7	0.7	9	1.4
CC(Oc1cc2oc(=O)c3c(c2cc1Cl)CCC3)C(=O)NCC1CCC(C(=O)O)CC1 (configuration not stated)	-16	-1.2	3	-7	-0.6	-1	2	1.3	8	1.3
COc1cccc(CCc2nnc(CCC(=O)N3CCN(Cc4ccccn4)CC3)o2)c1	-13	-1.3	3	4	-0.2	-1	10	17	-14	-0.6
CCc1ccc(C(=O)NNC(=O)C2CCN(c3ncnc4sc(C)c(C)c34)CC2)cc1	2	-3.8	.	-4	-0.7	-2	.	4.9	2	1.8
CCCCCSc1ncccc1C(=O)O	-9	-0.4	6	1	-0.9	9	4	-0.1	-4	0.1
CC(C)N(C#N)c1nc(N2CCOCC2)nc(N2CCOCC2)n1	-4	0.0	6	0	7.7	0	15	0.8	7	.
Nc1nc2ccccc2n1/N=C/c1cccnc1	.	-1.8	-3	1	-0.3	0	.	-1.4	2	.
CN(C)S(=O)(=O)c1ccc(NC(=O)c2c(F)cccc2Cl)cc1	16	0.8	3	3	-0.2	-1	26	0.8	10	.
CSCCC(NC(=O)COc1ccccc1)C(=O)N1CCCC(C)C1 (configuration not stated)	6	0.9	1	7	-0.4	4	-2	0.0	13	-3.3
S=C(NCCN1CCOCC1)NC1CCCCC1	-10	-0.9	-1	-3	-0.3	-2	-1	1.0	8	-1.2
CC1CN(C(=O)CCC(=O)N2CCOCC2)c2ccccc2O1 (configuration not stated)	-4	-0.5	-6	10	i	-5	-6	0.2	4	-0.6
O=C(NN1C(=O)c2cc(Br)ccc2NC1c1ccccc1Cl)c1ccncc1 (configuration not stated)	1	0.7	-3	-5	-0.3	1	-20	-1.1	3	-4.9
Cc1ccc(C(=O)NC(=S)Nc2ccccc2N2CCOCC2)cc1C	-14	-0.9	-5	-6	-0.1	4	2	0.0	.	.
CC(C)CN(C)C(=O)CC1C(=O)NCCN1C (configuration not stated)	-14	-0.7	2	-3	-0.2	-1	12	-3.3	.	.

In the list so far, these contain a COOH group.
SMILES	PriA SSB inh	BoNT-A LC inh2	3CLpro inhibitor	Y pestis TopoI	BH1578 lux ind	Anthrax LF prot	DUSP3 inh	PfHsp40 yeast	CCHFV vOTU inh	TcdB GH inh
CC(Oc1cc2oc(=O)c3c(c2cc1Cl)CCC3)C(=O)NCC1CCC(C(=O)O)CC1 (configuration not stated)	-16	-1.2	3	-7	-0.6	-1	2	1.3	8	1.3
CCCCCSc1ncccc1C(=O)O	-9	-0.4	6	1	-0.9	9	4	-0.1	-4	0.1

More records
SMILES	PriA SSB inh	BoNT-A LC inh2	3CLpro inhibitor	Y pestis TopoI	BH1578 lux ind	Anthrax LF prot	DUSP3 inh	PfHsp40 yeast	CCHFV vOTU inh	TcdB GH inh
COc1cccc(-c2nn(-c3ccccc3)cc2C(=O)O)c1	-4	0.3	3	1	i	0	0	0.1	-7	.
CCN(C#N)c1nc(NC(C)C)nc(NC(C)(C)C)n1	5	-0.6	5	-3	1.6	-3	20	2.0	-6	2.7
CN(C(=O)COc1coc(CN2CCN(c3ccccc3)CC2)cc1=O)c1ccccc1	10	.	.	2	-0.7	.	.	-0.5	7	-2.8
CCc1nnc(NC(=O)c2cc(-c3ccccc3)nn2-c2ccccc2)s1	-14	-0.3	2	1	-0.2	-3	21	-0.1	-6	.
Cc1ccc(NS(=O)(=O)c2ccc(C(=O)N3CC(C)OC(C)C3)cc2)cc1 (configuration not stated)	-4	-1.0	-4	-1	i	-2	1	0.2	18	1.6
CCCN(C(=O)/C=C/c1ccco1)c1c(N)n(Cc2ccccc2)c(=O)[nH]c1=O	-8	0.3	3	3	i	-3	4	-0.1	-6	-0.6
CN(CC(=O)Nc1cccc(F)c1)C(=O)c1ccccc1CCc1ccccc1	1	-6.7	.	15	i	-2	.	0.5	8	1.6
CNC(=S)NNC(=O)CNc1ccc(C)c(Cl)c1	-2	-0.4	2	6	-0.6	-3	-3	-1.6	-5	0.8
C[C@H]1COc2cc(N3CCC[C@H]3CO)ccc2S(=O)(=O)N1	.	1.2	.	.	.	2	.	.	-4	1.1
COC(=O)C1=C(c2ccc(S(C)(=O)=O)cc2)C[C@@H]2CC[C@H]1N2C(=O)NC1CCCCC1	11	0.2	.	-4	19	1	.	0.7	8	-8.7
O=[N+]([O-])c1ccc(C2=NN(CCO)C(=Nc3ccc(OC(F)(F)F)cc3)SC2)cc1	-7	?	4	-13	i	2	14	53*	17	0.6
COc1ccc(NC(=O)CCN2CCN(C/C=C/c3ccccc3)CC2)cc1	-1	-1.3	7	13	i	6	9	-0.6	-14	0.4
CCOC(=O)c1cnc2c(cnn2C)c1NCCC#N	-6	0.7	-1	-1	-3.1	1	0	-0.5	-2	.
COCCn1c(C)cc(C(=O)CSc2nncn2-c2ccccc2)c1C	-8	0.2	-3	1	-0.4	7	21	1.3	-4	.
CN(c1ccc(C(=O)NCc2cccnc2)cc1)S(C)(=O)=O	-2	0.0	-7	3	-4.5	2	13	-0.7	9	.
NC(=S)NN=Cc1nccc2c(N)cccc12	.	-0.2	.	-6	-0.3	-9	.	.	64*	-0.3
COCCn1c(N)c(N(Cc2ccccc2)C(=O)COc2ccc(F)cc2Cl)c(=O)[nH]c1=O	-9	1.5	.	5	-0.8	-1	.	-0.9	-1	1.9
CCN(CC)S(=O)(=O)c1ccc(NC(=O)Cn2cnc3ccccc3c2=O)cc1	-6	-0.7	5	-11	-1.3	-4	13	-1.7	12	.
Cc1cc2oc(=O)cc(CN3CCOCC3)c2cc1C(C)C	0	-2.3	-1	-2	-0.2	1	14	-0.4	3	0.3
CSc1nnc(-c2ccc(Br)s2)n1C	-17	-0.1	1	-12	-0.5	4	-39	-0.5	0	1.0
CCO[C@H]1OC(C(=O)N2CCN(Cc3ccc4c(c3)OCO4)CC2)=C[C@@H](C2CC2)[C@@H]1CCCO	-22	0.2	1	14	i	-6	21	0.4	-1	0.7
Cc1cc(C(=O)Nc2c(C)n(C)n(-c3ccccc3)c2=O)c(C)o1	-14	1.0	-1	7	-0.4	0	9	-0.4	-10	.
COc1cccc(C(C(=O)NC2CCCCC2)N(Cc2ccco2)C(=O)c2ccccn2)c1 (configuration not stated)	-5	-0.6	-1	10	-0.5	4	30	-2.0	8	0.8
C(=NCCCN1CCOCC1)c1ccc2c(c1)OCO2	-11	0.3	-2	4	-0.4	0	0	-0.5	-15	.
COc1ccc(/C=C(\C#N)C(=O)ONC2=NCCCCC2)cc1	-3	-0.7	1	-2	-1.7	0	22	0.2	17	-0.1
O=C1c2ccccc2NC(c2cccc(O)c2)N1c1ccccc1 (configuration not stated)	-7	-2.4	-4	-7	-0.6	-15	-1	-0.7	-74	1.9
CC(=O)Nc1cccc(NC(=O)CCNC(=O)c2ccc(Cl)cc2)c1	-1	-1.6	-2	3	i	-3	.	1.3	8	0.9
O=C(CCSc1ccccc1)NC(=O)COC(=O)C1CCCCC1	-15	-0.2	4	2	-0.3	-3	33	-0.3	5	-1.0
S=C1NC2=C(C(c3ccc(Br)cc3)N1)N1CCC2CC1 (configuration not stated)	-3	-0.8	-8	4	-0.2	1	17	-1.1	0	.
COc1ccccc1/C=C/C(C)=O	15	-0.7	-3	0	1.9	-2	0	-0.9	9	.
CCCOC(=O)COc1cc(C)cc2oc(=O)c3c(c12)CCC3	-10	-0.7	0	-5	-0.2	-1	17	-1.8	-17	.
Cc1nc2ccc(NC(=O)c3ccc(Cl)nc3)cc2s1	-17	2.1	-5	-6	-0.5	6	13	-0.5	1	-0.1
COc1ccc2nc(NC(=O)c3ccccc3C(=O)O)sc2c1	-5	-3.7	-3	10	0.3	-8	.	0.1	2	1.4
CCCCCCCCN1C(=O)[C@H](CC(=O)NCCCOC)C[C@@]2(C(=O)OC)CCCCC=C12	.	0.5	.	.	.	0	.	.	15	1.1
CCC(CC)C(=O)c1c[nH]c(C(=O)NCCOC)c1	-14	-0.6	-1	6	-0.3	-5	17	-0.9	-14	1.4

Looked up one by one from above, 4 records:
SMILES	PriA SSB inh	BoNT-A LC inh2	3CLpro inhibitor	Y pestis TopoI	BH1578 lux ind	Anthrax LF prot	DUSP3 inh	PfHsp40 yeast	CCHFV vOTU inh	TcdB GH inh
CCCOC(=O)COc1cc(C)cc2oc(=O)c3c(c12)CCC3	-10	-0.7	0	-5	-0.2	-1	17	-1.8	-17	.
CC(=O)Nc1cccc(NC(=O)CCNC(=O)c2ccc(Cl)cc2)c1	-1	-1.6	-2	3	i	-3	.	1.3	8	0.9
COc1ccccc1/C=C/C(C)=O	15	-0.7	-3	0	1.9	-2	0	-0.9	9	.
C(=NCCCN1CCOCC1)c1ccc2c(c1)OCO2	-11	0.3	-2	4	-0.4	0	0	-0.5	-15	.

Not all compounds are listed; rates above refer to the full screens.
